High-throughput results deposited in PubChem BioAssay by several laboratories.
PHOSPHO1 inh: PubChem AID 1565; recombinant PHOSPHO1, absorbance phosphatase assay; inhibition, % at 13.3 µM; actives 1.1% (n = 290,000); Phosphoethanolamine/phosphocholine phosphatase (Homo sapiens), Q8TCT1; in the data active = inhibition above about 60%
IMP-1 inhibitor: IMP-1 metallo-beta-lactamase inhibitors, primary screen, biochemical, epi-absorbance readout, Pseudomonas aeruginosa enzyme; inhibition, % at 5.6 µM; purified IMP-1, nitrocefin hydrolysis, epi-absorbance fluorescence; AID 1556, 2009; metallo-beta-lactamase IMP-1 (Pseudomonas aeruginosa); actives 0.45% (n = 290,000);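 active = inhibition above the mean plus 3 SD of all compounds in the same screening run, cut at about 4.5% in these data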;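 also: 0% = IMP-1 with DMSO and 100% = DMSO wells lacking enzyme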
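Assay system: purified IMP-1; Quantity: IMP-1 0.2 nM before substrate addition; Medium: HEPES buffer pH 7.1 with ZnSO4 and Brij 35; Incubation: 15 min enzyme–compound preincubation, then 25 min nitrocefin reaction, 25 °C; Signal: fluorescence quenching readout, ex 480/em 530 nm; Controls: DMSO with and without IMP-1; Repeats: singlicate testing.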
FID counter: compounds displacing fluorescent DNA intercalator, primary screen, artefact control for HCV NS3 helicase inhibitor project, biochemical, FID fluorescence; DNA fluorescent intercalator displacement; inhibition, % at 7.9 µM; actives 0.17% (n = 290,000); in the data active = inhibition above about 37%;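 also: 0% = vehicle and 100% = reference compound; higher means more ethidium bromide displaced from hairpin DNA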
HCV NS3 hel inh: inhibitors of HCV NS3 helicase, primary screen, biochemical, Cy5 molecular beacon fluorescence; Hepatitis C virus NS3 helicase; NS3 helicase DNA unwinding; inhibition, % at 10.9 µM; actives 0.56% (n = 290,000); AID 1800, 2009;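 active = inhibition above the mean of all tested compounds plus 3 SD, set per campaign, cut at about 35% in these data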;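 also: 0% = DMSO wells and 100% = thioflavine S control wells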
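Assay system: hepatitis C virus NS3 helicase domain fragment enzyme. Also added: annealed dual-labelled DNA beacon duplex, ATP-started. Timing: 1 h reaction at 25 °C, ATP-initiated. Technique: Cy5 fluorescence at 0 and 60 min, beacon hairpin quenching. Evaluation: % inhibition of unwinding. Replication: one well per compound.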
IDE cell activ: human IDE activators in live cells, primary screen, fluorescence polarization, HEK cells, FAbeta-B substrate; Insulin-degrading enzyme (Homo sapiens), P14735; FAbeta-B cleavage; 0% vehicle, 100% cell-free pure enzyme wells; activation, % at 5.96 µM; actives 0.073% (n = 340,000); AID 493087, 2011;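 active = activation above the mean of all tested compounds plus 3 SD, set per screening campaign, cut at about 17% in these data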
p-CIP stab down: p/CIP-EGFP fusion destabilizers, primary screen, fluorescence, F442A cells. 16 h. decrease of EGFP signal, % at 10 µM. actives 0.01% (n = 290,000). AID 1984, 2009;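 active = EGFP signal decrease of at least 30% at 10 µM or well 3 SD below plate mean, unless failing retest; inactive = the rest, including hits failing retest or dose response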; also: some compounds called inactive have numbers as strong as hits; many of its hits are not listed in these tables
VIM-2 inh: VIM-2 metallo-beta-lactamase inhibitors, primary screen, biochemical, epi-absorbance readout, Pseudomonas aeruginosa enzyme; AID 1527, 2009; actives 0.89% (n = 290,000); inhibition, % at 5.6 µM; purified VIM-2, nitrocefin hydrolysis, epi-absorbance fluorescence;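 active = inhibition above the mean of all tested compounds plus 3 SD, cutoff set per screening run, cut at about 7.5% in these data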;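 also: red hydrolysis product quenches plate fluorescence so inhibitors raise well fluorescence; 0% = enzyme with DMSO and 100% = DMSO without enzyme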
SUMO HTRF inh: inhibitors of in vitro SUMOylation cascade, primary screen, biochemical, HTRF, uHTS; HTRF SUMOylation assay, SAE1/SAE2 + UBC9; SUMO-conjugating enzyme UBC9 (Homo sapiens), P63279; AID 2006, 2009; actives 0.36% (n = 290,000); inhibition, % at 35 µM; in the data active = inhibition above about 50%, passing the limit was not always enough; also: strong numbers were not always called active
MEKK3 PB1 HTS: modulators of MEKK3-MEK5 PB1 binding, primary screen, biochemical, wildtype MEKK3, multiplex bead flow cytometry, Alexa488-MEK5; actives 1.4% (n = 290,000); AID 1529, 2009; bead-based flow cytometry, Alexa488-MEK5 binding to MEKK3; actives lie on both sides; 0 = blocked by unlabeled MEK5, 100 = vehicle; binding response (% of control), % at 10 µM;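 active = binding response more than 3 SD above or below the average of its plate-row segment, actives on both sides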;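 also: Alexa488 bead fluorescence after subtracting the streptavidin-only scavenger bead signal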
Active calls of the source: *; . = not tested or not shown. An excerpt; count on the stated rates, not on these rows.

SMILES	PHOSPHO1 inh	IMP-1 inhibitor	FID counter	HCV NS3 hel inh	IDE cell activ	p-CIP stab down	VIM-2 inh	SUMO HTRF inh	MEKK3 PB1 HTS
CCOC(=O)C1(N(CC)CC)Sc2cc(C)ccc2NC1=O (stereo unspecified)	40.8	-4.0	-25.7	-3.0	2.5	-19.9	-2.5	1.5	.
CC(=O)Nc1nc(C)c(C(C)C)s1	-2.1	-3.6	-10.2	2.5	3.0	-7.1	-2.3	-13.1	98.0
COC(=O)C1CCN(c2c([N+](=O)[O-])cc(C(F)(F)F)cc2[N+](=O)[O-])CC1	21.5	-2.8	0.1	-1.6	2.3	-1.4	-1.6	-8.3	98.0
CCN(CC)C(=O)c1[nH]cnc1C(=O)Nc1ccc(OC)cc1	25.1	.	.	.	2.7	-8.7	.	8.2	69.0
CCN(CC)CCCNC(=O)C1CCC(CNS(=O)(=O)c2c(C)cc(C)cc2C)CC1 (stereo unspecified)	2.0	-3.0	11.6	-10.8	2.3	-1.0	-3.5	10.4	92.0
CC1CCCN(C(=O)CCS(=O)(=O)c2cc3c(cc2Cl)NC(=O)CO3)C1 (stereo unspecified)	-19.3	-0.8	-13.8	5.6	-2.6	-5.5	-0.2	-0.2	102.0
Cc1csc(-c2cnn(-c3ccccc3)c2NC(=O)c2ccc(C(F)(F)F)cc2)n1	-0.3	-2.3	-20.1	-4.2	3.8	-0.1	-2.5	12.3	107.0
Cc1ccc(Nc2nc3ccccc3nc2-n2nc(C)cc2C)cc1	26.2	-0.9	-1.7	12.9	6.9	-9.2	-2.1	0.9	98.0
COc1ccc(NS(=O)(=O)c2cc(NC(=O)c3cc(F)c(F)c(F)c3F)ccc2N2CCCC2)cc1	13.9	-0.6	-10.2	-11.9	2.8	10.7	-0.2	-24.0	84.0
Cc1ccc(/C=N/NC(=O)c2cccs2)o1	4.9	-4.5	3.8	3.0	-0.7	-23.5	-4.0	6.0	128.0*

In the list so far, these contain fluorine.
SMILES	PHOSPHO1 inh	IMP-1 inhibitor	FID counter	HCV NS3 hel inh	IDE cell activ	p-CIP stab down	VIM-2 inh	SUMO HTRF inh	MEKK3 PB1 HTS
COC(=O)C1CCN(c2c([N+](=O)[O-])cc(C(F)(F)F)cc2[N+](=O)[O-])CC1	21.5	-2.8	0.1	-1.6	2.3	-1.4	-1.6	-8.3	98.0
Cc1csc(-c2cnn(-c3ccccc3)c2NC(=O)c2ccc(C(F)(F)F)cc2)n1	-0.3	-2.3	-20.1	-4.2	3.8	-0.1	-2.5	12.3	107.0
COc1ccc(NS(=O)(=O)c2cc(NC(=O)c3cc(F)c(F)c(F)c3F)ccc2N2CCCC2)cc1	13.9	-0.6	-10.2	-11.9	2.8	10.7	-0.2	-24.0	84.0

Part of the list above in another layout:
structure: CCN(CC)CCCNC(=O)C1CCC(CNS(=O)(=O)c2c(C)cc(C)cc2C)CC1 (stereo unspecified)
  PHOSPHO1 inh: 2.0 | IMP-1 inhibitor: -3.0 | FID counter: 11.6 | HCV NS3 hel inh: -10.8 | IDE cell activ: 2.3 | p-CIP stab down: -1.0 | VIM-2 inh: -3.5 | SUMO HTRF inh: 10.4 | MEKK3 PB1 HTS: 92.0

structure: Cc1csc(-c2cnn(-c3ccccc3)c2NC(=O)c2ccc(C(F)(F)F)cc2)n1
  PHOSPHO1 inh: -0.3 | IMP-1 inhibitor: -2.3 | FID counter: -20.1 | HCV NS3 hel inh: -4.2 | IDE cell activ: 3.8 | p-CIP stab down: -0.1 | VIM-2 inh: -2.5 | SUMO HTRF inh: 12.3 | MEKK3 PB1 HTS: 107.0

structure: CCOC(=O)C1(N(CC)CC)Sc2cc(C)ccc2NC1=O (stereo unspecified)
  PHOSPHO1 inh: 40.8 | IMP-1 inhibitor: -4.0 | FID counter: -25.7 | HCV NS3 hel inh: -3.0 | IDE cell activ: 2.5 | p-CIP stab down: -19.9 | VIM-2 inh: -2.5 | SUMO HTRF inh: 1.5 | MEKK3 PB1 HTS: .

(more compounds)
SMILES	PHOSPHO1 inh	IMP-1 inhibitor	FID counter	HCV NS3 hel inh	IDE cell activ	p-CIP stab down	VIM-2 inh	SUMO HTRF inh	MEKK3 PB1 HTS
CCOc1cc(/C=N/Nc2nc(N3CCCCC3)nc(N3CCCCC3)n2)ccc1OC(=O)c1ccco1	-36.4	-1.7	-1.8	-4.3	-1.6	3.9	-3.0	-18.3	104.0
CCN1CCN(Cc2c(C(=O)N/N=C(\C)c3ccc(Cl)c(Cl)c3)nnn2-c2nonc2N)CC1	15.0	-1.7	9.4	-11.1	.	-18.4	-2.0	3.7	104.0
CN(C(=O)CSC(=O)c1ccccc1)c1ccccc1	9.0	-3.5	-27.1	-0.7	3.7	-4.5	-3.1	-1.2	103.0
O=C(NCc1ccco1)c1cc(-c2ccccn2)nc2ccccc12	-3.8	-0.4	-6.5	-2.6	1.5	6.3	-0.8	9.5	102.0
Nc1ccc(C(=O)N2N=C(c3ccccc3)CC2(O)C(F)(F)F)cc1 (stereo unspecified)	9.7	-1.5	-16.3	2.4	2.8	38.9	-0.9	-0.5	104.0
COc1ccc(N(C(=O)c2ccco2)S(=O)(=O)c2cccs2)cc1	-12.2	2.0	-5.1	3.8	2.6	2.3	-1.5	-3.7	90.0
O=C(CNC(=O)c1ccc(-c2ccccc2)cc1)Nc1ccc(S(=O)(=O)Nc2ncccn2)cc1	28.5	0.4	-30.3	-4.1	-7.8	-11.4	0.1	22.3	76.0
C/C(CC(=O)Nc1ccc(N(C)C)cc1)=N\NC(=O)c1ccccc1O	40.8	-6.0	-17.5	18.4	-1.9	-13.1	-1.8	-10.5	102.0
O=C(NCCN1CCN(Cc2ccccc2)CC1)c1ccc(CS(=O)(=O)c2ccc(Br)cc2)o1	6.9	-2.5	13.8	-9.4	0.3	9.5	-0.5	.	103.0
CN(C)C(=O)c1nnc(Cc2ccc(Cl)cc2)o1	-18.5	-1.7	-3.4	4.3	0.3	-4.7	-0.9	9.0	108.0
CSc1ccccc1NC(=O)COc1ccccc1C	29.9	-1.2	-9.1	2.0	-2.7	7.0	-1.2	-10.1	105.0
Cc1noc(NS(=O)(=O)c2ccc(N3C(=O)c4ccccc4C3=O)cc2)c1C	17.6	-2.5	-0.9	6.8	3.7	2.9	2.2	2.2	99.0
Cc1nc2nc(-c3ccc(Cl)cc3)nn2c(C)c1Cl	-2.9	-1.8	1.9	-0.9	.	2.5	-4.8	-0.2	.
COc1ccc(CNC(=O)C(=O)NCC2OCCN2S(=O)(=O)c2ccc(OC)cc2)cc1 (stereo unspecified)	40.3	-3.5	-35.0	-2.3	-0.7	-17.7	-1.0	0.5	102.0
COc1ccc(C)cc1S(=O)(=O)N1CCCC(C(=O)N2CCN(c3ccccc3)CC2)C1 (stereo unspecified)	17.6	-2.9	-34.4	-3.0	-7.0	-7.9	-1.1	17.3	105.0
CC(=O)Nc1ccc(NC(=O)Nc2ccc(C)c(C)c2)cc1	41.1	-2.0	-0.5	10.9	3.3	-11.3	-1.7	5.3	119.0

Entries above shown as hits in MEKK3 PB1 HTS.
Structure | PHOSPHO1 inh | IMP-1 inhibitor | HCV NS3 hel inh | IDE cell activ | p-CIP stab down | VIM-2 inh | SUMO HTRF inh | MEKK3 PB1 HTS
Cc1ccc(/C=N/NC(=O)c2cccs2)o1 | 4.9 | -4.5 | 3.0 | -0.7 | -23.5 | -4.0 | 6.0 | 128.0*
